# Bioassay records from PubChem BioAssay.
# IL1B cytotox – HUVEC cytotoxicity counter-screen, IL-1B stimulated. 94,000 compounds, 0.41% hits. HUVEC cell count loss, Hoechst imaging. cell count reduction, % at 2 µM;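 active means cell count reduction more than 3 SD above the screen-wide mean, cut at about 70% in these data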;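 further: normalized per plate to untreated control cells as the no-loss baseline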
# Candida biofilm – kills Candida albicans biofilms. C. albicans biofilm + clotrimazole, Alamar Blue. AID 834. inhibition, % at 6 µM. 85,000 compounds, 0.14% hits;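 active means inhibition above 20%; inactive means inhibition below 20%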;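 further: preformed 24 hr biofilms exposed to compound for 48 hr; 0% = biofilm without compound and 100% = blank killed by clotrimazole plus chlorhexidine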
# VCAM1 TNFa inh – reduces TNF alpha induced VCAM1 expression in HUVEC; HUVEC TNFa-induced VCAM-1 immunofluorescence, high-content imaging; 95,000 compounds, 0.48% hits; inhibition, % at 2 µM;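 active means inhibition above the batch mean plus 3 SD, with images confirmed as a hit by eye, cut at about 37% in these data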;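 further: 0% = TNF-stimulated DMSO wells and 100% = unstimulated control wells; not every result past the cut was called active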
# LYP inh 2 – LYP (human) phosphatase inhibition; Q9Y2R2; recombinant LYP catalytic domain, DiFMUP fluorescence; inhibition, % at 2 µM; 96,000 compounds, 0.21% hits; AID 640;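 active means inhibition at 2 µM at or above a set limit, the screen mean plus 3 SD, cut at about 24% in these data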;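 further: 0% = DMSO with enzyme and 100% = enzyme fully blocked by orthovanadate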
# Smad3 inh – Smad3 (human) transcription factor binding inhibition; P84022; inhibition, % at 25 µM; 88,000 compounds, 0.29% hits; AID 630; TR-FRET Smad3/Dy647-FoxH1 peptide binding, europium anti-His;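 active means compounds that reduce the energy-transfer binding signal between the protein and its labelled peptide by more than half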;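 further: 0% = Smad3 plus labelled peptide maximal FRET and 100% = peptide-only background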
# Target sequence (P84022 whole entry, looked up): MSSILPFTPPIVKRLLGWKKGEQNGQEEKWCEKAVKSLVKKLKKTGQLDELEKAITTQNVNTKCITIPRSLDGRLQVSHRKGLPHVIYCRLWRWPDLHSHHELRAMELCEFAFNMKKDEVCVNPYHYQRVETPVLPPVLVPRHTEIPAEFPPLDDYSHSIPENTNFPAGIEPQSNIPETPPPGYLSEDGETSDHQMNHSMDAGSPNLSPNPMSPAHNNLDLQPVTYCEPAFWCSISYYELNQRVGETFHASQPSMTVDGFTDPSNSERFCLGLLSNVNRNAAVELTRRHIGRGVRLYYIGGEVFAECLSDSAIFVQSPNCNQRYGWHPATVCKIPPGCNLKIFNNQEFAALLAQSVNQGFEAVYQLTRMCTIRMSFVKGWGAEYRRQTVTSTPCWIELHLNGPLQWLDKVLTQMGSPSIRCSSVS
# hDAT+cocaine – human DAT dopamine uptake with cocaine, either direction | 110,000 compounds, 1.3% hits | AID 449768 | Q01959 | B-score at 10 µM | LLC-PK1 hDAT cells, [14C]-dopamine uptake with cocaine IC80; actives deviate in either direction;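 active means Z score or B-score, a plate-position-corrected score, falls beyond the plate's 99.7% confidence bounds, in either direction; inactive means both scores lie inside the 99.7% bounds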;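 further: scored against the spread of the other compound wells on the same plate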
# Target sequence (Q01959 whole entry, looked up): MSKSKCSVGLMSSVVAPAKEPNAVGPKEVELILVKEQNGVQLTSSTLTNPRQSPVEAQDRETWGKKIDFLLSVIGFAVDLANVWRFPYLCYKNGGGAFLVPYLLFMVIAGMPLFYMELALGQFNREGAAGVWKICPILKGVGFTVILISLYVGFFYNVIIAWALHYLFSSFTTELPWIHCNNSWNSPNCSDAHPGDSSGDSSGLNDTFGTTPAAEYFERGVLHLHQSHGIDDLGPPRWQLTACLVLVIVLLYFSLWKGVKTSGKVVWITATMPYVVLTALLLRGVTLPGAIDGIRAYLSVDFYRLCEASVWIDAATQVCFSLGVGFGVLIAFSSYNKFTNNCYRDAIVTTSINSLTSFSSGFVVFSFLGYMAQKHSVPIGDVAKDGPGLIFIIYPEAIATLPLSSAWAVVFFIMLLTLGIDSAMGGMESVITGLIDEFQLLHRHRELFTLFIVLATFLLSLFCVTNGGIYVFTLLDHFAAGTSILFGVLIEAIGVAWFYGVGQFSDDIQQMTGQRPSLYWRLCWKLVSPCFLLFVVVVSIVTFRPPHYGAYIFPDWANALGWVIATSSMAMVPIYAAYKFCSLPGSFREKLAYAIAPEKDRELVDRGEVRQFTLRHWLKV
# F-actin modifier – modifiers of cytoskeleton assembly; 91,000 compounds, 0.18% hits; inhibition, % at 2 µM; HUVEC TNFa F-actin phalloidin imaging, high content;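 active means inhibition above the batch mean plus 3 SD and confirmed as a hit by visual image inspection, cut at about 30% in these data, passing the limit was not always enough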; further: strong numbers were not always called active
# HUVEC tox TNFa – HUVEC cytotoxicity counter-screen, TNF alpha stimulated; HUVEC TNFalpha-stimulated, Hoechst cell count, imaging; cell count reduction, % at 2 µM; 93,000 compounds, 0.17% hits; AID 848;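 active means cell count reduction exceeding the screen mean by over 5 SD, scaled to untreated wells per plate, cut at about 78% in these data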;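 further: cells counted after 24 h of TNF alpha exposure following the 1 h pretreatment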
# MT1-MMP txn act – activates MT1-MMP transcription; 86,000 compounds, 0.16% hits; HT1080 MT1-MMP promoter luciferase reporter, luminescence, overnight; hits give high values; activation factor at 10 µM;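 active means activation factor of at least 2 for MT1-MMP transcription at 10 µM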
# Starred values were filed as active, the others as inactive; · = not tested or not shown; [ ] = remark or other dose. The list is partial; rates above refer to the full screens.
# Each structure is followed by: IL1B cytotox	Candida biofilm	VCAM1 TNFa inh	LYP inh 2	Smad3 inh	hDAT+cocaine	F-actin modifier	HUVEC tox TNFa	MT1-MMP txn act
[1] Cc1cc(NC(=O)CCC(=O)N(CCC(C)C)CC(=O)NCC2CCCO2)no1 (stereo unspecified)
 : -14	8	12	-30	11	-0.29	14	-21	1.1
[2] CCC(=O)N(CCc1ccccc1C)Cc1cc2cc3c(cc2[nH]c1=O)OCO3
 : -24	-2	-23	-2	-4[fluorescence artefact?]	0.2	13	-31	1.1
[3] CCCc1nc2scc(-c3ccc(C)cc3)c2c(=O)n1N
 : -5	6	6	-2	4	-1.2	-8	-15	·
[4] CC1(C)CC(=O)C2=C(C1)NC(=O)CC2c1ccc(N(CCC#N)CCC#N)cc1 (stereo unspecified)
 : ·	5	·	·	16	-0.08	·	·	0.9
[5] Cc1ccc(NC(=O)c2cccc3c2C(=O)N(C2CCCCC2)C3)cc1
 : 5	·	-24	7	·	0.7	11	·	·
[6] COC(=O)c1ccc(CSc2ccc3nnc(-c4cccc(F)c4)n3n2)o1
 : 15	-5	-1	-3	7	-0.036	-10	-5	1.1
[7] CN1CCN(/C=N/c2c(C#N)cnn2C)CC1
 : 31	10	13	6	2	-1.2	-5	16	1.1
[8] Cc1ccc(N2CCCCn3c2nc2c3c(=O)[nH]c(=O)n2C)cc1
 : 19	6	-5	-8	-11	0.53	16	-12	1.2
[9] CC(C)[C@H](NS(=O)(=O)c1ccccc1)C(=O)OCC(=O)NC(=O)c1cccn1C
 : -6	6	23	10	-15	-0.26	·	-25	1.4
[10] COc1ccc(CCNC(=O)CSc2nc(O)c(CCC(C)C)c(=O)[nH]2)cc1OC
 : 16	-1	3	9	5	-0.059	10	5	1.4
[11] O=C(NC(NC(=O)c1ccccc1)C(=O)c1ccccc1)c1ccccc1
 : 6	7	-9	-6	7[fluorescence artefact?]	0.012	-2	-33	1
[12] COc1ccc(-c2oc3ncn(CCN4CCOCC4)c(=N)c3c2-c2ccc(OC)cc2)cc1
 : 8	10	18	0	1	2	2	·	0.8
[13] c1ccc(N2CCN(c3ccccc3)C2c2ccncc2)cc1
 : 2	8	19	2	6	-0.75	0	-5	·
[14] O=C(O)Cc1cc2c(s1)CCCCC2
 : 12	9	-25	-2	2	0.035	-4	7	1.1
[15] O=C(O)c1ccc2nc(CO)[nH]c2c1
 : -4	·	4	-2	·	-0.04	3	-16	·
[16] Cc1ccc(S(=O)(=O)N2CCC(C(=O)N3CCC(C(=O)NCC4CCCO4)CC3)CC2)cc1 (stereo unspecified)
 : -14	8	-7	-13	-1	·	-11	-16	1.2
[17] Cn1c(-c2ccccc2)cnc1N
 : -25	5	15	2	-13	-0.96	9	10	1.3
[18] CCC(C)c1ccc(-c2cc(C(=O)OCC(=O)Nc3cc(C)on3)c3ccccc3n2)cc1 (stereo unspecified)
 : -2	5	12	0	-4	-0.032	-15	-6	0.9
[19] CCCC(=O)c1ccc(N2CCN(C(=O)c3ccc(Br)cc3)CC2)c(F)c1
 : 1	·	9	10	·	-0.0043	10	-5	1.3
[20] COc1cc2c(cc1NC(=O)CSCC(=O)O)oc1ccccc12
 : ·	5	·	·	4	-0.075	·	·	1.1

# 4 compounds picked at random from the list so far:
# Each structure is followed by: IL1B cytotox	Candida biofilm	VCAM1 TNFa inh	LYP inh 2	Smad3 inh	hDAT+cocaine	F-actin modifier	HUVEC tox TNFa	MT1-MMP txn act
[15] O=C(O)c1ccc2nc(CO)[nH]c2c1
 : -4	·	4	-2	·	-0.04	3	-16	·
[14] O=C(O)Cc1cc2c(s1)CCCCC2
 : 12	9	-25	-2	2	0.035	-4	7	1.1
[2] CCC(=O)N(CCc1ccccc1C)Cc1cc2cc3c(cc2[nH]c1=O)OCO3
 : -24	-2	-23	-2	-4[fluorescence artefact?]	0.2	13	-31	1.1
[8] Cc1ccc(N2CCCCn3c2nc2c3c(=O)[nH]c(=O)n2C)cc1
 : 19	6	-5	-8	-11	0.53	16	-12	1.2

# The listing continues:
# Each structure is followed by: IL1B cytotox	Candida biofilm	VCAM1 TNFa inh	LYP inh 2	Smad3 inh	hDAT+cocaine	F-actin modifier	HUVEC tox TNFa	MT1-MMP txn act
[21] Cc1ccc(OCCN2C(=O)c3ccccc3C2=O)cc1
 : -32	1	18	-22	-10	-0.014	15	-36	1.2
[22] C=CCNC(=O)C1CC(=O)N(c2ccc(OCC(=O)Nc3cccc(OC)c3)cc2)C1 (stereo unspecified)
 : 5	9	37	13	5	0.4	52*	43	1.3
[23] CCN(CC)CCCNC(=O)N[C@@H](Cc1ccccc1)C(=O)O
 : 12	·	4	-5	0	-2.3	11	-2	1.1
[24] CC(O)CNC(=O)c1ccc(-c2nn(C)c(=O)c3ccccc23)cc1 (stereo unspecified)
 : -14	9	11	2	21[fluorescence artefact?]	1.3	-19	-2	1
[25] COc1ccc(C2NC(=O)NC(C)=C2C(=O)Nc2cccc(C)c2C)cc1 (stereo unspecified)
 : 10	13	9	8	-5	0.11	10	-28	1.1
[26] CCOc1ccc2[nH]c(=O)c(CN(CCO)C(=O)CC)cc2c1
 : -8	-1	-9	3	-9	0.27	-26	-34	1.1
[27] c1ccc(CCc2nc(-c3ccc(-n4cccc4)cc3)no2)cc1
 : -4	3	17	0	5	0.44	-6	-12	·
[28] Cn1c(=O)c2c(ncn2Cc2ccccc2)n(C)c1=O
 : -18	5	-10	4	-4	-0.65	1	-12	1
[29] COc1ccccc1CNC(=O)CN1CCN(Cc2ccc(Cl)cc2)C1=O
 : 17	3	5	-2	-6	0.019	8	-27	1.1
[30] CCOC(=O)c1cccc(NC(=O)C2CCN(S(=O)(=O)c3cnc[nH]3)CC2)c1
 : 10	-3	6	3	2	-0.73	8	-18	1.2
[31] CN1CCN(NC(=O)c2ccccc2F)CC1
 : 7	·	-1	3	·	-0.73	39	-21	·
[32] CC(=O)OC1CC(n2ccc(NC(=O)c3ccccc3)nc2=O)OC1CO (stereo unspecified)
 : -30	5	-17	13	8[fluorescence artefact?]	-0.38	6	30	1.1
[33] O=C(N1CCN(c2ccccc2)CC1)C(F)(F)C(F)(F)F
 : ·	6	·	·	4	-0.16	·	·	1.1
[34] CCOc1ccc(NS(=O)(=O)c2ccc3[nH]cc(C(=O)NCC4CCCO4)c(=O)c3c2)cc1 (stereo unspecified)
 : -25	4	·	0	-4	-0.68	·	·	1.2
[35] O=S(=O)(NCc1ccco1)c1cccc2cccnc12
 : 13	-1	3	14	-6	-0.093	14	0	1.2
[36] CCC(CC)C(=O)Nc1cccc(C(=O)Nc2ccc(OC)cc2[N+](=O)[O-])c1
 : 8	·	-16	-10	·	-0.89	4	·	·
[37] O=C(O)CCSc1nnc(-c2ccc3c(c2)OCO3)o1
 : 37	11	-8	-10	-5	0.76	9	-14	·
[38] Cc1cc(C)nc(SCCC(=O)N(C)C)n1
 : 13	7	-9	5	-4	-0.08	-13	-9	1
[39] Cc1ccn2c(NCc3ccc4c(c3)OCO4)c(-c3ccc(O)cc3)nc2c1
 : -12	·	20	-13	·	-1.1	-3	-34	·
[40] COc1ccc(OC)c(NC(=O)C2CCN(S(=O)(=O)c3c(C)noc3C)CC2)c1
 : -32	3	8	6	12	0.02	-8	-5	·

# The list continues:
# Each structure is followed by: IL1B cytotox	Candida biofilm	VCAM1 TNFa inh	LYP inh 2	Smad3 inh	hDAT+cocaine	F-actin modifier	HUVEC tox TNFa	MT1-MMP txn act
[41] O=C(CCN1C(=O)c2ccccc2C1=O)Nc1cccnc1
 : -31	3	-19	6	1	-0.98	1	-34	1.1
[42] CCN1CCN(CCCNC(=O)c2cc3sccc3n2CC)CC1
 : 9	19	18	-5	-2	-0.62	-19	24	1.1
[43] Cc1cc(C)c(C(=O)/C=C/c2ccc(C(C)C)cc2)c(=O)[nH]1
 : -46	·	9	-4	·	-0.2	-7	4	·
[44] C=CCn1c(SCc2cccc(C#N)c2)nnc1-c1ccccc1O
 : -11	14	2	-10	1	0.74	13	-9	1.2
[45] CCCCCC(=O)N1CCN(CCN=CC2=C(O)CC(c3ccc(OC)c(OC)c3)CC2=O)CC1 (stereo unspecified)
 : 3	4	7	5	10	-0.063	48	-38	1
[46] Cc1ccc(C(=O)c2ccc(C(F)(F)F)cc2)cc1
 : 7	·	-7	6	·	0.13	12	11	·
[47] Cc1cc(OC(=O)c2ccco2)c2c(C)cc(=O)oc2c1
 : -16	7	17	-5	20	0.33	-8	3	1.1
[48] CCCNC(=O)c1cccc(Cn2nc(C)c(Br)c2C)c1
 : 12	3	-11	10	0	0.57	25	2	1.1
[49] O/N=C(/CCc1ccccc1)C1(O)CCCCC1
 : 22	5	23	-1	-6	-0.15	·	0	1
[50] CCN(Cc1ccccc1)C(=O)COc1cc(=O)n(CC)c2ccccc12
 : ·	1	2	-2	-8	1.1	-5	-8	1.1
[51] O=C(O)c1cccc(CSc2ncccn2)c1
 : -10	4	-17	5	-2	0.92	13	-46	1.1
[52] CCN(CC)S(=O)(=O)c1ccc2c(c1)nc(SCC(=O)N1CCCCCC1)n2-c1ccc(OC)cc1
 : 4	·	-24	14	·	0.68	7	0	·
[53] CCOC(=O)c1cc2sccc2n1CC(=O)OC(C)C
 : 17	13	7	5	-7	0.31	-15	-24	1.2
[54] Cc1cc(C)nc(SCC(=O)O)n1
 : ·	0	·	·	5	0.62	·	·	1.1
[55] Cc1nnc(SCc2ccon2)n1-c1ccccc1
 : -7	·	2	7	·	-0.015	-1	0	1.2
[56] Cc1noc(C)c1S(=O)(=O)N1CCCC(C(=O)NCCc2ccccc2)C1 (stereo unspecified)
 : -3	8	7	4	10	-0.24	-16	9	1.2
[57] CCOC(=O)c1ccc(N2C(=O)CC(Nc3ccc(CCO)cc3)C2=O)cc1 (stereo unspecified)
 : -9	0	10	9	5	0.11	2	5	1.2
[58] COc1ccc(/C(N)=N/OC(=O)c2ccc(C)c([N+](=O)[O-])c2)cc1OC
 : -3	3	11	-1	-8	-0.12	-19	-18	1.4
[59] CCOC(=O)CSc1nnc(-c2ccco2)n1C
 : 7	5	8	-12	3	-0.3	-7	-10	1
[60] C=C(C)COc1ccc(-c2nc(N)ncc2Oc2ccccc2OC)c(O)c1
 : 14	8	2	-3	3	-0.26	-19	-30	1.3

# Values by screen from above.
# Candida biofilm, nos. 50 to 59, in order: 1, 4, ·, 13, 0, ·, 8, 0, 3, 5

# A draw from above in order of count of non-hydrogen atoms, rising:
# Each structure is followed by: IL1B cytotox	Candida biofilm	VCAM1 TNFa inh	LYP inh 2	Smad3 inh	hDAT+cocaine	F-actin modifier	HUVEC tox TNFa	MT1-MMP txn act
[14] O=C(O)Cc1cc2c(s1)CCCCC2
 : 12	9	-25	-2	2	0.035	-4	7	1.1
[51] O=C(O)c1cccc(CSc2ncccn2)c1
 : -10	4	-17	5	-2	0.92	13	-46	1.1
[59] CCOC(=O)CSc1nnc(-c2ccco2)n1C
 : 7	5	8	-12	3	-0.3	-7	-10	1
[21] Cc1ccc(OCCN2C(=O)c3ccccc3C2=O)cc1
 : -32	1	18	-22	-10	-0.014	15	-36	1.2
[23] CCN(CC)CCCNC(=O)N[C@@H](Cc1ccccc1)C(=O)O
 : 12	·	4	-5	0	-2.3	11	-2	1.1
[30] CCOC(=O)c1cccc(NC(=O)C2CCN(S(=O)(=O)c3cnc[nH]3)CC2)c1
 : 10	-3	6	3	2	-0.73	8	-18	1.2
